UGM FP inh: M. tuberculosis UGM enzyme inhibitors, primary screen, biochemical, fluorescence polarization, single point; AID 504406, 2011; inhibition, % at 10 µM; purified UGM, fluorescence polarization probe displacement; actives 0.06% (n = 320,000); in the data active = inhibition above about 10%, passing the limit was not always enough; inconclusive = no clear call, values can overlap the other calls
FadD28 binding: inhibitors of FadD28 bisubstrate probe binding, primary screen, biochemical, fluorescence polarization, single point | Mycobacterium tuberculosis FadD28 fatty-acid-AMP ligase | inhibition, % at 12.5 µM | actives 0.22% (n = 360,000) | AID 588549, 2011; in the data active = inhibition above about 8.5%, passing the limit was not always enough; inconclusive = no clear call, values can overlap the other calls
Mtb BioA inh: M. tuberculosis BioA enzyme inhibitors, primary screen, biochemical, plate reader, single point, HTS | 7,8-diaminopelargonic acid synthase BioA (Mycobacterium tuberculosis) | purified M. tuberculosis BioA enzyme | inhibition, % at 9.99 µM | actives 0.096% (n = 360,000); in the data active = inhibition above about 40%; inconclusive = no clear call, values can overlap the other calls
GDH-TPI inh: GDH-TPI coupling enzyme inhibitors, primary screen, artefact control for M. tuberculosis FBA inhibitor project, biochemical, absorbance, full deck; GDH-TPI coupled enzyme counterscreen, NADH absorbance; inhibition, % at 4.8 µM; actives 1.2% (n = 360,000); in the data active = inhibition above about 30%;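 also: 0% = DMSO wells and 100% = wells lacking the enzyme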
FBA Mtb inh: Mtb FBA enzyme inhibitors, primary screen, biochemical, fluorescence, strain H37Rv; actives 2.3% (n = 360,000); inhibition, % at 1 µM; Fructose-bisphosphate aldolase (Mycobacterium tuberculosis (strain ATCC 25618 / H37Rv)), …; purified M. tuberculosis FBA, fluorescence read-out; in the data active = inhibition above about 27%;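 also: 0% = vehicle and 100% = reference inhibitor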
Yp Topo-I inh: Yersinia pestis topoisomerase I inhibitors, primary screen, biochemical, cleavage product accumulation, plate reader, single point; activity, % at 10 µM; actives 0.064% (n = 360,000); DNA topoisomerase I (Yersinia pestis CO92); AID 504884, 2011; Y. pestis Topo-I cleavage product accumulation; in the data active = activity above about 50%, passing the limit was not always enough; inconclusive = no clear call, values can overlap the other calls; also: inactives centre near 2
PfHsp40 rescue: rescue of yeast from PfHsp40 toxicity, primary screen, S. cerevisiae, ATP luminescence. S. cerevisiae expressing PfHsp40, growth rescue. growth rescue, % at 12.5 µM. actives 0.68% (n = 340,000); in the data active = growth rescue above about 28%, passing the limit was not always enough; inconclusive = no clear call, values can overlap the other calls;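 also: yeast W303a lacking pdr1 and pdr3 grown in galactose medium; growth measured after three days at 30 °C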
BH1578 lux ind: inducers of Vibrio cholerae quorum light production without autoinducers, primary screen, BH1578 luxS cqsA deficient, single point; activation, % at 18.7 µM; actives 0.16% (n = 350,000); V. cholerae BH1578 lux reporter, luminescence, 6 h; in the data active = activation mostly above about 9.7%, no sharp cut-off; inconclusive = no clear call, values can overlap the other calls; inactive = mostly below about 3.7%; also: not every result past the cut was called active; inactives centre near 0; reference of the scale not given here
TcdB inh: TcdB glycohydrolase inhibitors, primary screen, biochemical, single point, plate reader; Toxin B (Clostridioides difficile), P18177; TcdB glycohydrolase enzymatic assay; inhibition, % at 9.99 µM; actives 0.24% (n = 350,000); in the data active = inhibition above about 10%
The depositor's hits bear a star; i = inactive; ? = inconclusive; . = not tested or not shown.

Molecule	UGM FP inh	FadD28 binding	Mtb BioA inh	GDH-TPI inh	FBA Mtb inh	Yp Topo-I inh	PfHsp40 rescue	BH1578 lux ind	TcdB inh
Cc1c(C)c2ccc(O[C@@H]3O[C@H](CO)[C@H](O)[C@H](O)[C@H]3O)cc2oc1=O	2.0	0.9	-2.9	10	38*	-6	-1.0	-0.5	9.9
Cn1cc(Br)c(C(=O)NC2C3CC4CC(C3)CC2C4)n1 (stereo unspecified)	2.3	-2.8	0.4	5	0	10	-0.1	-1.7	.
COc1cccc(C(C)(O)c2nc(-c3ccc(OC)c(OC)c3)cs2)c1 (stereo unspecified)	.	-4.2	2.6	2	-2	5	.	i	0.0
C[C@@H](C(=O)NCCc1ccccc1)N1C(=O)N2CCc3c([nH]c4ccccc34)[C@@]2(C)C1=O	5.6	-0.5	-0.2	1	0	1	14	-0.1	0.1
O=C(c1ccc([N+](=O)[O-])cc1)N1CCc2ccccc21	2.3	-0.3	.	3	0	0	-1.6	-0.3	-1.7
CCN1C(=O)[C@@H]2[C@H](C1=O)[C@@H]1C(=O)Nc3ccccc3C(=O)N1[C@@H]2c1cccc(C)c1	-2.6	-5.1	-0.5	-4	-2	1	-0.7	i	-5.4
COCCn1c(Cc2ccccc2)nnc1SCC(=O)Nc1ccccc1	5.1	0.1	.	-3	3	0	-0.8	-1.0	1.0
CCOC(=O)[C@@H]1[C@H]2COc3ccccc3[C@H]2N2C(=O)N(c3ccc(Cl)cc3)C(=O)[C@]12C	0.0	-1.9	-1.8	2	2	9	16	-2.1	1.6
COc1ccc(C(=S)NCS(=O)(=O)c2ccc(C)cc2)cc1	5.5	-2.5	.	7	1	-4	0.3	-0.2	.
Cc1ccc(S(=O)(=O)NNC(=S)Nc2cccc(F)c2)cc1	-1.6	-1.9	.	4	2	-4	1.6	-0.5	-1.5
COC(=O)C1=C(C)NC2=C(C(=O)CCC2)C1c1ccc(-c2ccsc2C(=O)OC)o1 (stereo unspecified)	-4.0	-1.4	.	50*	2	-5	-0.9	-0.9	-0.3
COc1cccc(C2(c3cccc(OC)c3)CC2C(=O)Nc2ccc(F)cc2)c1 (stereo unspecified)	1.1	-6.1	-1.5	-6	0	6	0.0	-0.3	3.7
Cc1cccc(OCCC(=O)OCC(=O)Nc2c(C)nn(-c3ccccc3)c2C)c1	-1.6	-1.1	0.2	0	3	27	-0.4	-0.8	1.3
CCc1cccc(NC(=O)CN(c2ccc(C)cc2)S(=O)(=O)c2c(C)noc2C)c1	0.5	-2.7	0.1	-7	-8	24	7.3	-1.7	2.8
COc1ccc(NC(=O)c2cn(-c3ccccc3)nc2-c2cc3ccccc3o2)cc1	0.9	-2.8	0.4	1	-1	-9	1.7	i	.
O=c1[nH]c2ccccc2n1CCCN1CCCCC1	-1.5	2.3	.	-1	10	-10	-0.8	0.1	0.6
COc1cccc(Nc2nc(Nc3ccc(Cl)c(C(=O)O)c3)nc(C)c2[N+](=O)[O-])c1	1.7	0.9	-0.3	18	1	6	0.4	i	1.9
O=C(c1ccco1)N(Cc1ccc([N+](=O)[O-])cc1)c1ccc(Cl)cc1	-2.0	-2.5	5.9	-13	5	5	-1.5	1.7	.
COC(CNC(=O)c1ccc2nc(-c3cccs3)c(-c3cccs3)nc2c1)OC	-0.9	1.2	-0.5	26	2	9	1.2	-0.3	0.3
O=C1c2ccccc2S(=O)(=O)c2cc(C(=O)N3CCC(O)CC3)ccc21	1.4	-1.4	-0.8	12	1	-6	0.4	i	0.0
CC(C)CN(C(=O)c1ccc(C(F)(F)F)cc1)c1c(N)n(CC(C)C)c(=O)[nH]c1=O	5.5	-2.1	-0.3	-1	-2	1	-1.5	i	-5.1
CCOC(=O)N1CCC(N(CCN(C)C)C(=S)Nc2cc(Cl)ccc2C)CC1	-1.3	-2.7	-1.5	1	0	2	0.1	-0.6	1.1
CC(=O)Nc1ccc(NC(=O)C(C)OC(=O)c2ccc(N(C)C)cc2)cc1 (stereo unspecified)	-0.6	-0.6	-1.2	15	2	4	0.4	-0.4	-0.8
NC(=O)c1ccc(NC(=O)COC(=O)C23CC4CC(CC(C4)C2)C3)cc1	.	-2.9	-1.3	6	-5	2	.	i	0.2
COCCCN1C(=O)C(CC(=O)NCCN2CCOCC2)CC(C(=O)N(C)C)=C1C (stereo unspecified)	.	-0.4	-3.3	.	-1	.	.	.	-0.3
COc1cccc(NC(=O)C(=O)NCC2CCCN2S(=O)(=O)c2cccs2)c1 (stereo unspecified)	.	-2.0	-0.5	-13	-3	11	.	0.5	1.4
COC(=O)c1ccc(/C=N/NS(=O)(=O)c2cc(C)ccc2C)cc1	0.6	-1.6	.	11	-3	-1	0.5	-0.3	.
COc1ccc2oc(=O)c(C(=O)N3CCc4ccccc43)cc2c1	0.6	0.7	-0.4	13	0	8	0.6	-0.6	.
Cc1nn(CC(=O)O)c(C)c1NC(=O)c1cccs1	-1.1	0.7	-1.9	-4	4	-1	-0.5	-0.3	-8.1
CC(C)COc1ccc(S(=O)(=O)n2cc(F)c(=O)[nH]c2=O)cc1	-2.9	1.2	.	0	-1	8	36*	-0.3	-1.0
Cc1noc(C(=O)NCc2cccnc2)c1Cl	4.0	-2.0	0.1	4	-1	2	?	-0.2	1.2
Cc1ccccc1N(Cc1nnc2n1CCCCC2)C(=O)Nc1ccccc1	-0.8	2.4	-1.3	-2	5	-2	0.1	i	.
CN1CCN(C(=O)c2ccc3c(=O)n4c(nc3c2)CCCCC4)CC1	-0.5	-1.8	.	2	0	-1	-0.5	i	.
O=S(=O)(c1cccc(Cl)c1)N1CCCC1	-1.7	0.3	.	-17	4	-2	-0.8	0.5	-0.2
CCN1CCN(c2ccc(NC(=O)COc3ccc([N+](=O)[O-])cc3)cc2)CC1	-0.6	-2.9	-0.6	8	1	-5	1.8	-7.7	-0.5
CC(=O)SCC(=O)N=c1sc2cc(F)ccc2n1C	3.5	-0.3	.	1	3	3	-0.4	i	.
COc1ccc(-c2nc3c(s2)CCc2onc(-c4ccc(OC)cc4)c2-3)cc1	1.7	-1.0	-0.1	20	4	5	0.8	i	1.8
CCOc1ccc(NC(=O)CCSc2ccc(C)cc2)cc1	-1.5	-2.7	.	-8	1	2	4.5	i	.
CCC(C)(C)n1nnnc1C(c1ccc(C)cc1)N1CCN(C(=O)c2ccco2)CC1 (stereo unspecified)	-1.5	0.6	-0.4	3	-3	27	0.4	6.2	.
FC(F)Oc1ccc(N=C2SCC3CCCCN23)cc1 (stereo unspecified)	2.4	-1.8	4.8	-8	-1	9	-1.2	-0.2	-0.9
CCOC(=O)N1CCN(Cc2cc(=O)oc3ccc4ccccc4c23)CC1	0.2	-3.5	-1.4	22	5	1	0.6	0.9	.
O=C(COc1ccc(F)cc1)Nc1cc(Cl)ccc1-n1cncn1	1.2	-1.8	-0.7	-7	3	0	0.2	-0.3	0.0
CCOC(=O)C(C(=O)Nc1ccc(C)cc1)C1CCCCC1 (stereo unspecified)	3.2	-2.3	-1.2	9	7	-5	-1.1	7.2	.
Cc1cc(=O)n(Cc2ccccc2)c2ccccc12	-0.7	-3.4	1.6	-1	-3	-2	3.7	i	1.4
Cc1nc(C(=O)N2CCC(C)(C(=O)NS(=O)(=O)C3CC3)C2)c(C)o1 (stereo unspecified)	.	-3.0	-0.9	13	1	0	.	-1.2	-0.1
Cc1ccc(/C=N/NC(=O)c2ccncc2)o1	-0.7	-2.9	-2.2	38*	-4	1	-1.9	-1.0	-3.6
CCCCN1C(=O)NC(c2ccc(OC)cc2)C(C(=O)OCc2ccccc2)=C1C (stereo unspecified)	-4.4	-2.9	0.0	16	4	41	-1.0	-3.7	0.5
CCOc1ccccc1OCCCOc1ccc(C)cc1Cl	-1.0	-1.5	0.2	-3	4	15	1.0	i	.
O=C(c1ccc2c(=O)n(Cc3ccc(Cl)cc3)c(=S)[nH]c2c1)N1CCCC1	1.9	-0.2	-1.0	8	-2	11	-0.4	0.0	3.3
CCOC(=O)c1c(C)n(Cc2ccccc2)c2ccc(OCC(O)Cn3nc(C)nc3C)cc12 (stereo unspecified)	-0.1	-1.2	5.6	10	2	34	0.1	-0.3	1.6
O=S(=O)(Nc1ccc2c(c1)nc1n2CCOC1)c1ccccc1	-1.7	-0.6	-1.6	2	2	-11	0.4	7.1	.
COC(=O)/C(C#N)=C/c1cc(C)sc1C	-2.1	-1.3	-0.6	27	-2	-8	0.5	-0.4	0.8
CCOC(=O)c1cnc(Cc2ccccc2)[nH]c1=O	3.0	0.3	-1.5	1	3	2	-2.0	i	0.8
O=C(Nc1cc2c3c(c1)C1CCCC1CN3CC1CCCC21)c1ccccc1 (stereo unspecified)	2.0	-1.4	24	10	8	7	-0.5	i	.
CCN1C(=O)c2cccc3c(NC(=O)c4cccc(N5C(=O)CCC5=O)c4)ccc1c23	2.1	-1.2	.	8	-1	-5	-0.4	i	.
COc1cc(OC)c(C2=NOC(C(=O)NCc3cccs3)C2)cc1Cl (stereo unspecified)	0.2	-1.6	.	-1	-1	-8	1.8	1.1	1.5

Sorted by length of the SMILES (descending): part of the list above
Molecule	UGM FP inh	FadD28 binding	Mtb BioA inh	GDH-TPI inh	FBA Mtb inh	Yp Topo-I inh	PfHsp40 rescue	BH1578 lux ind	TcdB inh
COC(=O)c1ccc(/C=N/NS(=O)(=O)c2cc(C)ccc2C)cc1	0.6	-1.6	.	11	-3	-1	0.5	-0.3	.
Cc1nn(CC(=O)O)c(C)c1NC(=O)c1cccs1	-1.1	0.7	-1.9	-4	4	-1	-0.5	-0.3	-8.1
COC(=O)/C(C#N)=C/c1cc(C)sc1C	-2.1	-1.3	-0.6	27	-2	-8	0.5	-0.4	0.8

Continued.
Molecule	UGM FP inh	FadD28 binding	Mtb BioA inh	GDH-TPI inh	FBA Mtb inh	Yp Topo-I inh	PfHsp40 rescue	BH1578 lux ind	TcdB inh
CCOC(=O)C1=CCN(S(=O)(=O)c2ccccc2C)C1c1ccc(Br)cc1 (stereo unspecified)	.	-1.3	-0.2	.	-3	.	.	.	0.1
CC1CCCN(CC(O)COc2ccc(Cl)cc2)C1 (stereo unspecified)	-2.4	-0.1	-1.6	2	2	2	0.2	-0.2	1.3
OC12Oc3ccccc3C=C1N1CCC2CC1 (stereo unspecified)	-0.3	-0.6	-0.4	-1	10	-1	0.6	0.4	.
Cn1ccc(=NC=C(C#N)C#N)c2ccccc21	?	-1.6	.	3	-16	1	-0.9	-0.2	-1.4
CSc1ncccc1C(=O)NCC(c1ccco1)N1CCCCC1 (stereo unspecified)	0.5	-2.3	-2.4	7	-3	7	-1.0	i	0.8
Cn1c2ccccc2c2cnn(CC(=O)NCCCN3CCN(c4ccccc4F)CC3)c(=O)c21	-0.7	-0.4	-1.4	14	7	41	-0.5	-5.9	0.1
OC(COCc1ccccc1)CN1CCc2ccccc2C1 (stereo unspecified)	-0.2	-3.3	.	11	2	0	0.2	i	.
CCOc1ccc(OCC(O)CN2CCN(S(=O)(=O)c3cccc(C(F)(F)F)c3)CC2)cc1 (stereo unspecified)	-0.8	0.3	0.1	4	1	3	1.5	i	-0.3
COc1ccc(OC)c(/C=C/C(=O)OCC(=O)N2CCCCC2)c1	-2.9	-4.3	-1.3	2	3	9	0.2	i	1.5
O=C(COc1ccc(S(=O)(=O)N2CCCCC2)cc1)N1CCCC1	0.5	-0.3	-0.8	0	0	1	0.5	-0.5	0.1

Screening data deposited in PubChem BioAssay by several laboratories.
